hgDAF-12 ag – hgDAF-12 agonism, primary luciferase screen; activation, % at 6.8 µM; 1.8% of 370,000 active; AID 687014; HEK293 GAL4-hgDAF12 UAS-luciferase reporter, agonist luminescence; normalized to butyrate control;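 active means activation above a cutoff set at the mean of all screened compounds plus 3 SD, cut at about 10% in these data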;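 further: 0% = DMSO wells and 100% = sodium butyrate wells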
DAX1 inh-1 – NR0B1 (DAX1) inhibition. P51843. HEK293 Gal4-DAX1 luciferase reporter, luminescence. inhibition, % at 6.75 µM. 0.99% of 340,000 active. AID 504766;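 active means inhibition above the mean over all tested compounds plus 3 SD, cut at about 4.2% in these data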;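 further: 0% = DAX1-transfected cells with DMSO and 100% = empty-vector control cells with DMSO; inhibition shows as a rise in luminescence from relieved DAX1 repression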
Target sequence (P51843 207-470 limits assumed): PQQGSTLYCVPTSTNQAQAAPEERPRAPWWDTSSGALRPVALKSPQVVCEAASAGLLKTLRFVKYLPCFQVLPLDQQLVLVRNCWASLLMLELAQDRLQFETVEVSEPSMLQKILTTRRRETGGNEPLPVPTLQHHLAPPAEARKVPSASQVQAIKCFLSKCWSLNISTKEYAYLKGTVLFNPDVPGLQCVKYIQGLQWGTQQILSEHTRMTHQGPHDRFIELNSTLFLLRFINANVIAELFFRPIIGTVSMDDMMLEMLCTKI
ADAM17 inh – inhibitors of human ADAM17 | P78536 | recombinant ADAM17, EDANS/DABCYL FRET peptide cleavage | 0.83% of 370,000 active | inhibition, % at 6.95 µM;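 active means inhibition above the mean of compounds lying between control limits plus 3 SD, set per campaign, cut at about 8.5% in these data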;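 further: 0% = DMSO-only wells as the low control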
Target sequence (P78536 215-824 limits assumed): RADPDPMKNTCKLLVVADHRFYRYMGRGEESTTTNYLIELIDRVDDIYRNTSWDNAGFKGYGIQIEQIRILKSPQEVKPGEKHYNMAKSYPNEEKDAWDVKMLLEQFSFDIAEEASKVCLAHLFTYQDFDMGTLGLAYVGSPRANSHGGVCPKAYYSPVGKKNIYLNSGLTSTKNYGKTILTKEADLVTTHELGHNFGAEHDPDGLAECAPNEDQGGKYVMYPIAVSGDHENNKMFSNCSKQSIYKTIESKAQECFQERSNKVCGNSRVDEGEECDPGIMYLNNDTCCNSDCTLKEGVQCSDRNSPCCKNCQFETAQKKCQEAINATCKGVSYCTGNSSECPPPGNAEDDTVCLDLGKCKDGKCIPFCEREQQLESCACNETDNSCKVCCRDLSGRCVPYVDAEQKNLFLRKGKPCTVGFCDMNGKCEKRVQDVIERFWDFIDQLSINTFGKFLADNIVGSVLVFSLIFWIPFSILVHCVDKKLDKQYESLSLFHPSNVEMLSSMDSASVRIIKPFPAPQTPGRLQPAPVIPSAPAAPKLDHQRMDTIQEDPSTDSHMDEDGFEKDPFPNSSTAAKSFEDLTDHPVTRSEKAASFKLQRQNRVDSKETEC
Rev-erbA mod – Rev-erb alpha (human) modulation | AID 1259318 | 0.79% of 370,000 active | Rev-erbα–FITC-DNA binding, fluorescence polarization, 90 min | P20393 | activity, % at 10 µM;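 active means activity above about 14%, limit read from the data; passing the limit was not always enough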;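 further: 0% = DMSO wells with 35 nM protein and 100% = DMSO wells with 750 nM protein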
SMARCA2 act – activators of SMARCA2 function; MG213 cells, MMTV-luciferase reporter, dexamethasone, overnight; activation, % at 9.1 µM; 1% of 370,000 active; in the data active means activation above about 7.8%;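 further: 0% = vehicle wells and 100% = reference activator wells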
ssDAF12 agonist – activates DAF-12 receptor from parasite S. stercoralis; HEK293 ssDAF-12/GRIP1 lit1-tk-luc reporter, luminescence; % of 3 µM dafachronic acid response; activation, % at 6.8 µM; 1% of 370,000 active; AID 652126;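 active means activation above the mean over all tested compounds plus 3 SD, cut at about 0.9% in these data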;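 further: 0% = DMSO-only wells and 100% = 3 µM delta7-dafachronic acid wells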
DAX1 inh-2 – DAX1 (NR0B1) inhibition, primary screen. 1.1% of 370,000 active. HEK293T StAR-luciferase reporter, SF-1/DAX-1 repression relief. AID 652010. inhibition, % at 6.8 µM;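 active means inhibition above the mean over all tested compounds plus 3 SD, cut at about 3.6% in these data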;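 further: 0% = DAX-1 cells with DMSO and 100% = cells lacking DAX-1 with DMSO; higher inhibition means more luminescence from relief of DAX-1 repression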
MBD2 DNA inh – inhibitors of human MBD2 binding to methylated oligonucleotide. TR-FRET. inhibition, % at 4.4 µM. 0.31% of 370,000 active. AID 686964; in the data active means inhibition above about 13%
hcDAF12 agonist – H. contortus DAF-12 activation, primary screen; HEK293 hcDAF-12 lit1-tk-luc reporter, luminescence; 0% DMSO, 100% Δ7-dafachronic acid; activation, % at 6.8 µM; 1.4% of 370,000 active;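 active means activation above the mean of all tested compounds plus 3 SD, cut at about 5.5% in these data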;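 further: 100% = response to 3 µM Δ7-dafachronic acid high control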
PLC-gamma1 inh – PLC-gamma1 (human) inhibition, primary screen; inhibition, % at 12.2 µM; P19174; 0.84% of 370,000 active; purified PLC-gamma1, fluorogenic substrate, fluorescence; in the data active means inhibition above about 9.5%
PLC-beta3 inh – PLC-beta3 (human) inhibition, primary screen; inhibition, % at 12.2 µM; 0.18% of 370,000 active; Purified PLC-beta3, fluorogenic substrate, fluorescence; Q01970; in the data active means inhibition above about 11%;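 further: 0% = median of compound wells on plate and 100% = full blocker control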
An asterisk follows results filed as active; i = inactive; . = no result given. Compounds were not picked by outcome; 7.4% or so of the library scored in one or more.

item	Molecule	hgDAF-12 ag	DAX1 inh-1	ADAM17 inh	Rev-erbA mod	SMARCA2 act	ssDAF12 agonist	DAX1 inh-2	MBD2 DNA inh	hcDAF12 agonist	PLC-gamma1 inh	PLC-beta3 inh
1	Cc1cccn2c(=O)c(/C=C(\C#N)S(=O)(=O)c3ccccc3)c(N3CCN(C)CC3)nc12	-0.4	1.5	-10	3	1	-1.1	0.0	-5	0.4	-22	-29
2	O=C(C[C@H]1CC[C@H]2[C@@H](COC[C@@H](O)CN2S(=O)(=O)c2ccc(F)cc2)O1)N[C@@H]1CCN(Cc2ccccc2)C1	-0.5	.	-6	4	0	-0.6	0.6	7	0.8	7	0
3	CCSC1=NCCN1S(=O)(=O)c1ccc(NC(C)=O)cc1	-1.4	0.6	0	-2	0	-1.7	-0.1	1	-1.1	-1	3
4	O=C(CSc1nc2ccccc2n1Cc1ccccc1)NN=C/C=C/c1ccccc1	-1.4	.	5	1	-3	-1.5	0.3	-2	0.1	6	4
5	O=C(NNC(=O)c1cccs1)c1ccncc1	3.9	0.3	-5	3	-3	-1.4	-0.4	6	2.4	1	-6
6	OC[C@@H]1[C@@H](c2ccc(Cl)cc2)C(c2ccc(F)cc2)=NN1c1ccccc1	-0.4	-0.4	-485	5	-5	-0.5	0.9	4	1.3	i	i
7	O=C(CSc1nnc(-c2cccnc2)n1-c1ccccc1)c1ccccc1Cl	3.9	.	-1	8	8.6*	0.0	-0.2	0	-0.7	-1	-7
8	Cc1cc(S(=O)(=O)NCCc2ccccc2)ccc1-n1cnnn1	-1.6	1.1	7	2	-4	-1.9	0.2	-5	-2.6	9	-3
9	Cc1cc(C(=O)NN=Cc2ccc(-c3ccc(F)cc3)o2)c(C)o1	2.6	-0.1	-20	2	2	-1.9	-0.7	-2	0.4	-13	-21
10	COc1ccc2oc(=O)cc(CN3CCN(Cc4ccccc4)CC3)c2c1	-2.5	-0.4	-18	-1	-2	-0.7	-1.4	-3	-2.2	-45	-68
11	CNC(=S)N/N=C/c1ccco1	-0.3	0.5	2	1	-2	-1.7	-0.3	-2	-1.5	5	-1
12	CC(C)n1c(SC2CCOC2=O)nc2ccccc21 (centres undefined)	0.6	1.0	-1	-4	-2	-0.2	-1.5	2	0.7	0	0
13	CCc1nc(OCc2ccco2)c2sc3nc4c(cc3c2n1)COC(C)(C)C4	-3.2	-0.9	-3	-4	0	-1.1	-1.6	1	-1.3	-4	-5
14	O=C(Nc1ccccc1N1CCCCC1)C1CCN(C(=O)c2ccc(Cl)cc2)CC1	-2.7	-1.0	1	0	-1	-1.5	-0.7	-6	1.3	6	-2
15	CCN(CC)CCCNC(=O)CC1Oc2ccccc2NC1=O (centres undefined)	3.4	.	-2	-1	6	-0.5	-0.4	-2	-2.2	-3	1
16	Cc1ccc(C)c(/C=N/Nc2ccccn2)c1	7.0	0.9	-2	-7	0	0.6	0.2	2	1.8	0	1
17	CN(/N=C/c1cc([N+](=O)[O-])ccc1O)c1ccccc1	2.7	0.9	1	0	-1	-0.4	0.4	5	1.1	-2	-1
18	O=C(NC1CCCCCCC1)C1CCN(c2nc3ccccc3o2)CC1	-1.3	-1.1	-6	-1	-4	-1.4	-2.3	0	-3.2	-2	-1
19	Cc1cc(C)n(C(=O)c2ccc(C)c(F)c2F)n1	0.3	1.1	-2	0	0	-1.0	0.1	0	0.5	-1	3
20	CCOC(=O)c1c(C2CCN(C(=O)OCC)CC2)nc2ccccn12	-5.7	-1.7	2	-1	-3	-1.8	-0.5	-1	-3.8	8	2
21	CCOC(=O)C1=C(COC(=O)/C=C/c2cccc(Cl)c2)NC(=O)NC1C (centres undefined)	-0.7	0.2	-6	3	0	-0.9	0.6	4	-1.3	-5	-6
22	Cc1ccc(CNCc2ccco2)cc1	-2.8	-0.6	-6	1	0	-1.1	0.4	-3	2.0	0	-7
23	COc1cccc2sc(NNC(=O)COc3ccccc3)nc12	-3.6	0.3	-3	-1	-8	-1.5	-0.5	0	1.2	-5	-10
24	Cc1cccc(NC(=O)c2ccc(S(=O)(=O)N(C)c3ccccc3)cc2)n1	-4.8	-3.0	-2	-4	-2	-1.8	-2.2	3	-3.1	1	0
25	Cn1cc(C(=O)N2CCN(C(=O)c3ccco3)CC2)c2c3ccccc3n(C)c2c1=O	0.6	0.7	-122	-5	-2	-0.7	-0.5	2	1.5	-29	-44
26	CCOC(=O)c1sc(SC)c2c1CCCC2=O	-0.2	0.1	9.3*	1	-1	-0.9	0.1	1	-1.6	7	9
27	COc1ccc(NC(=O)NCCCN2CCCC2=O)cc1	4.3	0.7	-1	-3	-1	0.1	1.7	3	0.1	2	0
28	CCOC(=O)C1CCN(C(=O)c2ccc(N3CCCC3=O)cc2)CC1	3.4	0.6	3	3	1	-1.1	0.6	-5	-0.1	3	-2
29	CC(C)(C)c1ccc(OCCNC(=S)NC(=O)c2cccnc2)cc1	0.9	-0.6	-2	-1	0	-1.6	0.3	10	-0.2	-5	0
30	COc1cc(-c2c(C#N)c(=O)[nH]c3c2c(C)nn3-c2ccccc2)ccc1O	-0.6	1.0	-19	-2	-4	-1.0	1.1	-2	-0.4	-161	-229
31	S=C(NCCc1ccccc1)Nc1ncccn1	8.4	1.5	0	3	2	0.1	5.5*	4	3.2	0	0
32	C=CCN(c1ccc(C(=O)N2CCN(c3ccc(F)cc3)CC2)cc1)S(C)(=O)=O	-0.9	0.0	4	-8	-1	-1.6	-0.6	-4	-1.7	2	3
33	CCCCNC(=O)CN1C(=O)COc2ccc(S(=O)(=O)N3CCCCCC3)cc21	2.4	0.5	3	-7	-1	-1.0	-1.5	0	0.9	1	0
34	COc1ccc(Cn2nnnc2CN2CCc3ccccc32)cc1	2.8	0.1	-3	3	-2	-0.4	0.2	-5	5.1	-4	-3
35	CCOCC(=O)NC1CCc2cc(OC(=O)COCC)c(OC)c(OC)c2-c2ccc(SC)c(=O)cc21 (centres undefined)	-3.7	0.8	4	7	6	-0.8	4.5*	-7	1.1	7	2
36	COc1ccc(C2NC(=O)c3n[nH]c(C)c32)c(OC)c1 (centres undefined)	0.3	0.7	-1	-5	0	-0.6	-0.1	4	-0.8	2	0
37	Cc1cccc(NS(=O)(=O)c2ccc(C(=O)NCC(c3ccccc3)N(C)C)cc2)c1C (centres undefined)	-0.6	0.0	-3	-2	-2	-0.9	-2.5	5	-0.5	1	-6
38	COc1ccc(C2=Nc3ccccc3N(C(=O)c3cc(Cl)cc(Cl)c3)C2C(=O)NCc2ccccc2)cc1 (centres undefined)	-0.1	.	5	6	-3	-1.7	0.5	4	0.3	-28	-30
39	COc1cccc(C(=O)N(Cc2ccco2)c2c(N)n(Cc3ccccc3)c(=O)[nH]c2=O)c1	-0.9	-0.3	-4	-6	1	-1.5	-0.3	2	-1.3	-8	-15
40	O=C(NC1CCS(=O)(=O)C1)C1CCCN(S(=O)(=O)c2ccc(Cl)cc2)C1 (centres undefined)	-0.9	1.4	-2	-8	1	-1.4	-0.2	2	-0.1	-1	3
41	CCOC(=O)/C=C1/SCC(=O)N1CC(=O)Nc1ccccc1OC(F)F	-4.0	3.2	2	3	-4	-1.3	-0.5	-2	0.6	5	0
42	COCC(=O)N1C[C@H](C)[C@H](OC)CN(C)C(=O)c2cc(NC(=O)Nc3cccc(F)c3)ccc2OC[C@@H]1C	3.1	.	3	6	-6	-1.1	1.0	-1	-0.3	1	4
43	CC1CCC2(CC1)NC(=O)N(CC(=O)c1cccn1C)C2=O (centres undefined)	-0.2	-0.3	-2	-3	-1	-1.2	-0.6	3	1.7	-1	0
44	COc1ccc(-c2sc3cc4c(cc3c2C#CCO)OCO4)cc1	-1.2	-1.8	-41	4	-1	-1.7	-0.7	7	-1.6	-47	-55
45	CC(C)(C)C(=O)NC(=S)Nc1ccccc1C(=O)Nc1ccccc1	0.3	0.4	-2	4	0	-1.3	-0.4	-5	-1.6	-1	-1
46	Cc1cccc(C)c1N1CCN(CCn2c(=S)[nH]c3ccccc3c2=O)CC1	-1.4	4.2*	-8	3	0	-1.4	0.4	8	-1.4	-3	-4
47	CC12CCC(C(=O)Nc3nccs3)(OC1=O)C2(C)C (centres undefined)	-2.0	0.8	0	1	-3	-1.5	0.2	0	-0.5	10*	6
48	CCCc1c2ccccc2nc2ccccc12	-1.1	0.8	-246	-3	5	-1.1	0.0	-8	-1.3	-259	-285
49	CN(Cc1ccsc1)C(=O)Cn1cc(Br)ccc1=O	3.2	1.0	-1	7	1	-0.6	1.0	0	-0.1	0	-4
50	Cc1noc(C)c1C(=O)N1CCC1(C)C(=O)NS(=O)(=O)c1cccc(F)c1 (centres undefined)	-2.1	.	-3	-6	-2	-1.4	0.7	-3	-0.3	3	1

Rewritten with values under each structure: part of the list above
Each structure is followed by: hgDAF-12 ag | DAX1 inh-1 | ADAM17 inh | Rev-erbA mod | SMARCA2 act | ssDAF12 agonist | DAX1 inh-2 | MBD2 DNA inh | hcDAF12 agonist | PLC-gamma1 inh | PLC-beta3 inh
37. Cc1cccc(NS(=O)(=O)c2ccc(C(=O)NCC(c3ccccc3)N(C)C)cc2)c1C (centres undefined)
  -0.6 | 0.0 | -3 | -2 | -2 | -0.9 | -2.5 | 5 | -0.5 | 1 | -6
49. CN(Cc1ccsc1)C(=O)Cn1cc(Br)ccc1=O
  3.2 | 1.0 | -1 | 7 | 1 | -0.6 | 1.0 | 0 | -0.1 | 0 | -4

(listing goes on)
item	Molecule	hgDAF-12 ag	DAX1 inh-1	ADAM17 inh	Rev-erbA mod	SMARCA2 act	ssDAF12 agonist	DAX1 inh-2	MBD2 DNA inh	hcDAF12 agonist	PLC-gamma1 inh	PLC-beta3 inh
51	Cc1cccc(-c2noc(CCC(=O)NCCc3ccccc3)n2)c1	-1.4	-0.7	-2	6	-1	-1.2	-0.2	1	-2.4	-4	0
52	COc1cccc(C(=O)C2CCCN(Cc3cn(C)nc3-c3ccccc3)C2)c1 (centres undefined)	-0.5	-0.2	-3	3	0	-0.5	-0.1	1	0.0	-2	-5
53	O=C1c2cccc3cccc(c23)C(=O)N1Cc1ccccc1	2.2	0.0	-2	36*	0	-0.8	-0.6	4	1.8	-5	-6
54	Cc1cccc(NC(=O)C(c2ccccc2Cl)N2CCOCC2)c1 (centres undefined)	2.0	0.2	2	4	-2	-1.2	0.0	1	-2.0	6	1
55	C=CCc1cccc(CNc2nc3ccccc3n2C)c1O	1.2	0.6	11*	8	1	-1.0	-0.3	-1	-0.6	2	-4
56	O=C1NC(=O)/C(=C\c2ccc(Cl)nc2)S1	7.8	2.2	1	5	4	-0.6	0.7	-2	1.6	-1	2
57	COc1cccc2sc3ccc(C#CC4(N)CCCCC4)cc3c(=O)c12	2.2	1.6	-33	-4	4	-0.5	0.2	4	0.4	-143	-205
58	CC(C)C[C@H]1CN(CCCC[C@H]2CNC(=O)C(=O)N2CCc2ccc(O)cc2)C(=O)C(=O)N1CCc1ccc(O)cc1	4.0	.	-4	-5	-2	-0.6	-0.2	1	-1.4	3	2
59	N#Cc1c(-c2ccccc2)cc(-c2ccc(O)cc2)nc1N	0.2	4.0	-152	4	-2	-1.6	-0.6	-2	-2.2	i	i
60	Cc1ccc(NC(=O)COC(=O)CCn2c(C)csc2=O)c([N+](=O)[O-])c1	1.5	0.1	-1	0	0	-1.0	-1.0	-2	0.0	1	-5
61	NC(=O)CN1CCN(S(=O)(=O)c2ccc(Br)cc2)CC1	0.4	-0.6	-2	-2	2	-1.0	0.1	7	-1.5	-2	-4
